SRC2 TRFRET art – counter-screen for PPARgamma SRC-2 recruitment agonists: TR-FRET artefact | active compounds read high | TR-FRET ratio at 8 µM | 0.4% of 200,000 active | AID 1049; in the data active = TR-FRET ratio above about 2000; note: inactives centre near 1500
STAT3 blocker – reduces IL-6 driven STAT3 reporter signal; U3A cells, IL-6 STAT3-luciferase reporter, luminescence; host cell line lacks STAT1; inhibition, % at 5.5 µM; 0.89% of 190,000 active; AID 862;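 active = inhibition above the mean inhibition across all screened compounds plus 3 SD, cut at about 44% in these data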;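 note: 0% = DMSO only wells and 100% = 100 µM nifuroxazide control wells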
STAT1 blocker – reduces IFN-gamma driven STAT1 reporter signal | NIH 3T3 STAT1-luciferase reporter, luminescence | 0.35% of 200,000 active | inhibition, % at 5.5 µM;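 active = inhibition above a set limit, the mean inhibition across all tested compounds plus 3 SD, cut at about 34% in these data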;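 note: 0% = IFN-gamma with DMSO and 100% = IFN-gamma with 300 µM nifuroxazide; values of inactives mirror those of a sister screen read the other way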
ROMK primary – human ROMK K+ channel modulation, primary screen. P48048. Tet-inducible ROMK, thallium flux fluorescence; actives lie on both sides. B-score at 10 µM. 2% of 130,000 active;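 active = signal ratio slope over the read window, or its plate-corrected B-score, at least 3 SD from the plate mean, either direction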;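 note: B-score of the F/F0 ratio slope over 7 to 12 s after thallium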
Target sequence (P48048 whole entry, looked up): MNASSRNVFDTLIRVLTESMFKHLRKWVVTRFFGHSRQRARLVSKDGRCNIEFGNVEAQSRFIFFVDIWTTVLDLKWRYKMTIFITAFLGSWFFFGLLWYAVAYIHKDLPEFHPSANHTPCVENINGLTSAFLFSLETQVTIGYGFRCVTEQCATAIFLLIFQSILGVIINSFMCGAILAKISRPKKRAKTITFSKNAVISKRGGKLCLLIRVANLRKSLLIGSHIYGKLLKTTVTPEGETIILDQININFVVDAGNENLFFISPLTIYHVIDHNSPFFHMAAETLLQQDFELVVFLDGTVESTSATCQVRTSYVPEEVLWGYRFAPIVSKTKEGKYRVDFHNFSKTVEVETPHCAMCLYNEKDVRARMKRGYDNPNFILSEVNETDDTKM
PPARg SRC1 recr – promotes SRC-1 coactivator recruitment by human PPARgamma. P37231. PPARgamma-SRC-1 coactivator recruitment biochemical assay. activation, % at 8 µM. 0.41% of 200,000 active. AID 631; in the data active = activation above about 19%;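 note: 0% = DMSO and 100% = reference agonist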
Target sequence (P37231 whole entry, looked up): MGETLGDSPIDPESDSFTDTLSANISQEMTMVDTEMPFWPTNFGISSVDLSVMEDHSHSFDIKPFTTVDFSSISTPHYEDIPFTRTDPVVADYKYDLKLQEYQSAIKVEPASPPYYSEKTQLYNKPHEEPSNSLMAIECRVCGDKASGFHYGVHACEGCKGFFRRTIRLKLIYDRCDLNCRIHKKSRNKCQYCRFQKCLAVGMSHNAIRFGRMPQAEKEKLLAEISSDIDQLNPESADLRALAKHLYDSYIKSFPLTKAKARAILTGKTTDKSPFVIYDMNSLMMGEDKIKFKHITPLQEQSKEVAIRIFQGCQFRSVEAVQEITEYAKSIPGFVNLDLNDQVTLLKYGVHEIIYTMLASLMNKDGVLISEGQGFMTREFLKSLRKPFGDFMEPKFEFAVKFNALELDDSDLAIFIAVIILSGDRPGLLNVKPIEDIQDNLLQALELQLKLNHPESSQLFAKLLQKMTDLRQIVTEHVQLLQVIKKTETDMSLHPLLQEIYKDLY
PPARg SRC-2 ag – PPARgamma-driven SRC-2 recruitment agonism; PPARgamma LBD-SRC-2 recruitment, biochemical; activation, % at 8 µM; 0.34% of 200,000 active; in the data active = activation above about 22%;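 note: 0% = vehicle and 100% = reference agonist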
TLR4-MyD88 BLA – inhibitors of human TLR4-MyD88 binding; HeLa CL3-4 TLR4/MyD88 BLA complementation, FRET ratio; inhibition, % at 8.4 µM; 0.18% of 200,000 active; AID 861; in the data active = inhibition above about 25%;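 note: 0% = vehicle and 100% = reference inhibitor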
S1P3 antag – S1P3 (human) receptor antagonism | CHO S1P3 NFAT-BLA reporter, FRET fluorescence, antagonist mode | inhibition, % at 4.98 µM | 0.27% of 170,000 active | AID 485;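 active = inhibition above the plate cutoff, the mean inhibition of test wells on that plate plus 3 SD, cut at about 28% in these data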;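 note: cells challenged with S1P at its EC80 of 0.8 µM; blue over green emission ratio from cleaved BLA substrate after 4 h stimulation; 0% = S1P-stimulated wells and 100% = unstimulated DMSO-only wells; some compounds past the cut are filed as inactive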
STAT3 activator – increases IL-6 driven STAT3 reporter signal; 0.91% of 190,000 active; U3A cells, IL-6 STAT3-luciferase reporter, luminescence; 100% = signal with IL-6 EC80 alone; activation (% of control), % at 5.6 µM;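 active = activation above the screen-wide mean of compound activation plus 3 SD, cut at about 130% in these data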;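 note: 0% = background luminescence of wells with medium and substrate only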
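Material: human STAT1-deficient U3A cells with stable STAT3-luciferase reporter / Probe or stimulus: IL-6 stimulus at 33 ng/mL final / Schedule: 1 h compound pre-exposure, 6 h IL-6 stimulation, 37 °C / Technique: luminescence / Read-out basis: percent of IL-6-only median luminescence / Control set: IL-6-only high control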
PPARg SRC-3 ag – promotes SRC-3 coactivator recruitment by human PPARgamma; P37231; activation, % at 8 µM; 0.26% of 200,000 active; biochemical PPARgamma/SRC-3 coactivator recruitment assay; AID 731; in the data active = activation above about 23%;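 note: 0% = DMSO and 100% = reference agonist; some compounds past the cut are filed as inactive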
RAM network inh – yeast RAM network inhibition; S. cerevisiae dse1pr::URA3 reporter, 5-FOA growth OD615, 2 d; analog-sensitive cbk1-as2 kinase mutant strain; inhibition, % at 50 µM; 1.8% of 190,000 active;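 active = inhibition above a set limit, 3 SD over mean compound inhibition, cut at about 8.4% in these data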;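 note: 0% = DMSO-only wells with no growth and 100% = 10 µM 1-NA-PP1 full growth; inhibition rescues growth on 5-FOA so higher OD means more RAM inhibition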
* hit, by the source's call; . = not tested or not shown.

SMILES | SRC2 TRFRET art | STAT3 blocker | STAT1 blocker | ROMK primary | PPARg SRC1 recr | PPARg SRC-2 ag | TLR4-MyD88 BLA | S1P3 antag | STAT3 activator | PPARg SRC-3 ag | RAM network inh
Clc1cccc2sc(N3CCN(c4ccccc4)CC3)nc12 | 1671 | -7 | -13 | . | 1 | 28* | -17 | -9 | 102 | -1 | 7.8
CCOC(=O)CNC(=O)CSc1nc(-c2cccc(C)c2)ns1 | 1570 | 13 | 5 | . | 1 | -1 | -6 | 3 | 93 | 6 | 0.9
CC(C)CC(NS(=O)(=O)c1cc(C(=O)O)ccc1Cl)C(=O)O (stereo not drawn) | 1702 | 9 | 5 | 1.8 | 6 | 14 | 8 | -4 | 95 | 9 | 0.5
COc1ccccc1OCc1ccc(C(=O)Nc2ccccc2F)cc1 | 1502 | -6 | -12 | . | -2 | 4 | -5 | -5 | 101 | 5 | 3.6
CC(C)C[C@H](NC(=O)OC(C)(C)C)C(=O)N/N=C/C1=Cc2ccccc2OC1C (stereo partly drawn) | 1538 | -2 | -6 | . | 5 | 3 | -11 | . | 103 | 12 | 2.5
CS(=O)(=O)c1cccc(C(=O)NCc2ccccc2)c1 | 1495 | 20 | 8 | . | -2 | 1 | 7 | -4 | 88 | -4 | 0.9
COc1ccc(C2=NN(C(=O)CCCC(=O)O)C(c3cccs3)C2)cc1OC (stereo not drawn) | 1508 | -3 | 9 | -0.0057 | 1 | 3 | 0 | 3 | 109 | 4 | 2.9
CCc1ccc(-c2csc3[n+]2CCN3C(C)=O)cc1 | 1435 | -4 | 5 | . | 3 | 1 | 1 | . | 107 | 7 | 0.4
Cc1ccc2cccc(OCC(=O)Nc3ccc4c(c3)OCO4)c2n1 | 1551 | 20 | -3 | -0.69 | 1 | -2 | 12 | 2 | 87 | 1 | 2.1
CC1=C(C(=O)Nc2ccccn2)C(c2ccccc2Cl)NC(=S)N1 (stereo not drawn) | 1635 | 8 | -28 | 0.15 | -1 | 4 | 2 | -1 | 104 | 4 | -0.8
CCC(c1nnnn1C(C)(C)CC)N1CCN(c2ccccc2F)CC1 (stereo not drawn) | 1605 | 4 | 5 | 0.2 | 4 | -1 | -4 | -8 | 102 | -2 | 1.4
CCOC(=O)N1CCN(Cc2nc(N)nc(Nc3ccc(Cl)cc3)n2)CC1 | 1697 | -1 | -16 | 0.92 | 3 | 4 | 3 | -3 | 101 | 4 | 1.2
Cc1ccc(NC(=S)Nc2cccc3cnccc23)c(C)c1 | 1561 | -10 | 4 | 0.26 | 6 | 10 | -3 | 1 | 109 | 2 | 0.2
Cc1nn(C(C)C(=O)O)c(=O)c2ccccc12 (stereo not drawn) | 1433 | 1 | -5 | 0.31 | 6 | -3 | -2 | -14 | 101 | -2 | 2.2
O=C(NCCc1c[nH]c2ccccc12)C(=O)NCC1OCCCN1S(=O)(=O)c1ccc(F)cc1 (stereo not drawn) | 1644 | 12 | 12 | -0.25 | 5 | 8 | -12 | 5 | 89 | 0 | 0.8
COc1ccc(F)cc1S(=O)(=O)N1CCCC(C)C1 (stereo not drawn) | 1607 | 13 | 2 | 0.45 | 0 | -2 | 1 | . | 94 | -3 | 0.1
COc1cc(NC(=O)c2noc3c2CCC3)c(OC)cc1Cl | 1392 | -50 | 8 | -0.018 | -4 | -5 | 4 | 11 | 146* | 5 | 0.2
O=c1[nH]c(CSc2nnc(COc3ccccc3)n2-c2ccccc2)nc2ccccc12 | 1649 | 4 | -5 | . | 0 | -4 | 5 | -12 | 101 | 2 | 4.4
O=C(Nc1ccon1)c1ccc(Cl)s1 | 1378 | 8 | -2 | . | 2 | -3 | 4 | -10 | 93 | -6 | 0.5
Cc1nc2cc(-c3cccc(F)c3)nn2c(C)c1CCC(=O)NC(C)CCc1ccco1 (stereo not drawn) | 1478 | 41 | 16 | . | -1 | -3 | -2 | -28 | 72 | 0 | 3.3
Nc1ccc2c(c1)-c1ccccc1S(=O)(=O)N2 | 1551 | 2 | 1 | -0.35 | 8 | 1 | 4 | 7 | 101 | 13 | 3.1
CCCc1cc(C(=O)OC)c(NC(=O)OCC)s1 | 1489 | -1 | 5 | 2.7 | -2 | 0 | 4 | 15 | 101 | -12 | 1.3
COc1ccc2[nH]c(N=Nc3ccccc3C)c(O)c2c1 | 1809 | -13 | -16 | 0.77 | 6 | 4 | -19 | -6 | 109 | 6 | 7.5
Cc1c(C(=O)NCC2COc3ccccc3O2)oc2ccc(S(=O)(=O)N3CCOCC3)cc12 (stereo not drawn) | 1650 | 9 | -10 | . | -2 | 3 | 1 | . | 96 | 0 | 2.5
Cc1cccc(-n2c(SCc3cc(=O)n4ccsc4n3)nc3ccccc32)c1 | 1490 | -20 | -6 | . | -7 | 0 | 4 | 22 | 122 | -4 | 4.9
COc1ccc(C(=O)Nc2cccc(-c3nnc(-c4ccco4)o3)c2)cc1 | 1518 | 30 | 7 | 0.56 | 5 | -1 | -2 | . | 78 | 0 | 3.6
Cc1ccsc1C(=O)OCC(=O)NCCCc1ccccc1 | 1792 | -3 | 4 | 0.0014 | 8 | 5 | 1 | -32 | 103 | 6 | 0.0
O=C(CCn1c2c(c3ccccc31)CCCC2)NNC(=O)c1ccc([N+](=O)[O-])cc1 | 1635 | -16 | -1 | . | 0 | 4 | 6 | 2 | 109 | -6 | 2.8
CC1(C)C(=O)OC(C(=O)c2ccccc2)C2(CCCCC2)C1=O (stereo not drawn) | 1547 | -2 | 3 | 0.16 | -4 | 6 | -13 | -17 | 102 | -1 | 1.1
CCc1ccc(CN2CCC(CO)(CC3CCCCO3)CC2)o1 (stereo not drawn) | 1628 | 3 | 5 | -0.089 | 6 | 2 | -8 | 2 | 99 | -2 | 0.5
CC1CCN(C(=S)c2cn(Cc3ccccc3F)c3ccccc23)CC1 | 1466 | -3 | 0 | . | 7 | 1 | 3 | . | 112 | 2 | 0.6
COc1ccccc1CN1C[C@@H]2C[C@@H](c3ccc4nsnc4c3)N3CCC[C@@]23C1=O | 1498 | -8 | -4 | 0.63 | 7 | 2 | -12 | -9 | 111 | 0 | 3.1
COc1ccc(CN(Cc2ccccn2)S(=O)(=O)c2ccc(-n3cnnn3)cc2)cc1 | 1426 | -6 | -3 | -0.78 | -2 | -4 | 16 | -13 | 109 | 2 | 1.5
Cc1ccc(S(=O)(=O)c2cc3ccccc3oc2=Nc2ccc3c(c2)OCO3)cc1 | 1872 | 8 | -1 | . | 2 | 0 | 7 | . | 103 | 7 | 0.3
CN(C)/C=C/C(=O)c1ccc(Cl)cc1 | 1474 | 5 | -6 | . | 7 | 9 | 3 | . | 101 | 2 | 3.0
COc1cc(C2C(C#N)=C(N)Oc3cc(N(C)C)ccc32)cc2c1OCO2 (stereo not drawn) | 1575 | -29 | -12 | . | 4 | 0 | 10 | 41 | 131 | 13 | 1.0
O=C(Nc1cccnc1)c1c(F)c(F)c(F)c(F)c1F | 1292 | -5 | 1 | . | 1 | 5 | 13 | -9 | 106 | -12 | 0.6
CC(=O)c1ccc(Oc2cc(C)nc(N3CCOCC3)n2)cc1 | 1548 | 0 | -13 | -0.35 | 0 | 3 | -23 | -2 | 100 | -4 | -0.3
CN1CCN(C(=O)C2=C[C@@H](c3csc4ccccc34)C[C@@H](OCCCCO)O2)CC1 | 1655 | . | 4 | . | -7 | 7 | -1 | -14 | . | 4 | 1.6
Cc1ccc(S(=O)(=O)N2CCC(C(=O)N3CCN(Cc4ccccc4)CC3)CC2)cc1 | 1483 | 7 | -10 | . | 1 | -1 | -6 | -4 | 95 | 3 | -0.8
COC(=O)c1ccccc1S(=O)(=O)Nc1ccc(OC)nc1 | 1467 | 0 | -6 | 0.31 | 6 | -13 | 8 | -15 | 102 | -5 | -0.3
Cc1cc(C)nc(Nc2cc([N+](=O)[O-])ccc2C)n1 | 1565 | 11 | 5 | -0.87 | 2 | 3 | 6 | 11 | 95 | -2 | 0.1
COc1ccc(NC(=O)CC#N)cc1OC | 1432 | -2 | 0 | . | -6 | -1 | 4 | . | 102 | -10 | 0.0
COc1ccccc1N1CCN(/N=C\C(Br)=C\c2ccccc2)CC1 | 1486 | 20 | -2 | -0.38 | 6 | -2 | -9 | 1 | 89 | 0 | -1.2
CCN(CC(=O)Nc1cccc(C(C)=O)c1)S(=O)(=O)c1ccc(C)cc1 | 1468 | 14 | 0 | -0.075 | -3 | -4 | 9 | -1 | 97 | 1 | 2.0
Cc1cc(C)cc(NC2=NC3(CCCCC3)N=C(N)N2)c1 | 1540 | 6 | 4 | . | 4 | 2 | -4 | -66 | 98 | 0 | 0.0
COCCNS(=O)(=O)c1cc(OC)c(Cl)cc1Cl | 1625 | 1 | 2 | . | 7 | 6 | -5 | -15 | 100 | 3 | 1.5
COc1ccc(-c2cc3nc(C)cc(N)n3n2)cc1 | 1706 | 69* | 24 | . | -1 | 1 | 0 | . | 42 | 6 | 0.4
COc1ccccc1NC(=O)CCn1cccc1 | 1290 | 4 | 1 | 1.2 | 0 | 1 | -12 | . | 102 | -12 | 1.3
Nc1cc(N)nc(SCC(=O)NNC(=O)Cc2ccccc2)n1 | 1516 | 6 | -6 | -0.0053 | 2 | -3 | 5 | -4 | 95 | 1 | 0.2
Cc1[nH]c2ccccc2c1C(=O)CN1CCSCC1 | 1429 | 7 | -1 | 0.87 | 3 | 1 | -2 | -18 | 96 | -8 | 2.5
COc1ccccc1NS(=O)(=O)c1cccc(C(=O)OCc2nc3ccccc3s2)c1 | 1429 | -34 | 0 | -0.71 | 0 | -2 | -27 | -12 | 125 | 1 | 8.4*
O=C(COc1ccc2ccccc2c1)Nc1ccc2c3c(cccc13)CC2 | 1510 | 1 | -2 | . | -4 | -5 | -4 | -8 | 99 | 2 | 4.4
O=C1c2ccccc2-c2onc3ccc(Oc4ccccc4)c1c23 | 1705 | 15 | 12 | -2 | 6 | 2 | -6 | . | 91 | 21 | 1.6
C=CCSc1nc(C)c(CCC(C)C)c(=O)[nH]1 | 1621 | 15 | 2 | . | 11 | 6 | -11 | 7 | 91 | 5 | -1.0
CCOC(=O)COn1c(=O)c(=O)n(O)c2ccccc21 | 1437 | -19 | 2 | 0.051 | 0 | 0 | 1 | -7 | 123 | -2 | 0.8
O=C(NC12CC3CC(CC(C3)C1)C2)c1ccc(S(=O)(=O)N2CCOCC2)cc1 | 1711 | 8 | 1 | . | 7 | 11 | -7 | . | 96 | 6 | 2.3

Compound activity: PubChem BioAssay, several laboratories

An unsorted share of the library; overall some 5.6% were active at least once.
